697 NFkB inh: lowers PMA/ionomycin-induced NF-kB signal in 697 B cells. 697 B-cell NF-kB luciferase reporter, 16 h. inhibition, % at 4 µM. 0.33% of 330,000 active; in the data active = inhibition above about 35%
Mdm2 MdmX PPI: inhibitors of human Mdm2/MdmX interaction. O15151+Q00987. 3% of 330,000 active. SaOS-2 split-luciferase Mdm2/MdmX complementation, luminescence. inhibition, % at 8 µM. AID 485346;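 active = inhibition of at least 50% at 8 µM in the primary screen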
EBI2 antag: blocks human EBI2 receptor beta-arrestin signaling; P32249; inhibition, % at 5 µM; EBI2 beta-arrestin recruitment, luminescence, 7a,25-OHC stimulated; 0.81% of 360,000 active; AID 651636; in the data active = inhibition above about 38%;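 note: enzyme fragment complementation signal reports receptor beta-arrestin coupling in cells; 0% = agonist plus DMSO wells and 100% = wells without agonist; some results beyond the cut were filed as inactive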
Target sequence (P32249 whole entry, looked up, the tested form may be a part): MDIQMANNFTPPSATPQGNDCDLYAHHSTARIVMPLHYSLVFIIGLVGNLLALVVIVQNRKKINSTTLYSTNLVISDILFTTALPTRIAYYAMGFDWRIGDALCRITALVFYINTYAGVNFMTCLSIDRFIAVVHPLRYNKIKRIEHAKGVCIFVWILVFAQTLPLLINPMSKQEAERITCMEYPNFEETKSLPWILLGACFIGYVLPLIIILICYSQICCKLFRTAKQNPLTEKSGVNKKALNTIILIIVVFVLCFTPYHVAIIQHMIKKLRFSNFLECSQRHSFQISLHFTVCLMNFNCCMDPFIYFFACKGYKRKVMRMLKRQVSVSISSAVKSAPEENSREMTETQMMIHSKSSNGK
UPR CHOP act: activators of apoptotic arm of unfolded protein response (CHOP); activation, % at 10 µM; 0.34% of 330,000 active; CHO-CHOP luciferase reporter, UPR activation, luminescence; percent of tunicamycin response over DMSO baseline;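 active = at 10 µM dose, activation of 40% or more, normalized to positive control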;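 note: 100% = tunicamycin at 10 µg/mL and 0% = DMSO alone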
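Assay system: CHO-CHOP cells, stable luciferase reporter of PERK-eIF2a-CHOP signalling / Buffer or medium: F12 plus 10% serum / Compound dosing: one dose, 10 µM in 0.5% DMSO / Times: 6 h compound treatment, 37 °C / Technique: luciferase luminescence / Read-out: % reporter activation, DMSO baseline versus tunicamycin full activation / Benchmarks: tunicamycin and DMSO controls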
UPR XBP1 act: adaptive UPR (XBP1) activation. CHO-XBP1 luciferase reporter, IRE1-XBP1 UPR activation, luminescence; percent of tunicamycin response, DMSO as zero. activation, % at 20 µM. 0.33% of 330,000 active. AID 463104;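 active = versus positive control, 20 µM dose yields 30% or more activation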;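 note: 100% = tunicamycin at 10 µg/mL and 0% = DMSO only wells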
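Material: CHO cell line with stable XBP1 luciferase reporter; schedule: 16-18 h cell attachment at 37 °C, then 6 h compound exposure; signal: glow luminescence from Steady-Glo reagent; medium: serum-containing F12 medium, 10% FBS; benchmarks: tunicamycin 10 µg/mL and vehicle-only wells; read-out: percent activation relative to tunicamycin reference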
CXCR6 inh: CXCR6 (human) receptor inhibition; O00574; CHO-K1 PathHunter CXCR6 beta-arrestin, luminescence; inhibition, % at 20 µM; 0.36% of 360,000 active; in the data active = inhibition above about 34%, passing the limit was not always enough;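 note: antagonist mode with CXCL16 agonist at 10 nM final; 0% = 10 nM CXCL16 with DMSO and 100% = unstimulated wells without agonist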
Target sequence (O00574 whole entry, looked up): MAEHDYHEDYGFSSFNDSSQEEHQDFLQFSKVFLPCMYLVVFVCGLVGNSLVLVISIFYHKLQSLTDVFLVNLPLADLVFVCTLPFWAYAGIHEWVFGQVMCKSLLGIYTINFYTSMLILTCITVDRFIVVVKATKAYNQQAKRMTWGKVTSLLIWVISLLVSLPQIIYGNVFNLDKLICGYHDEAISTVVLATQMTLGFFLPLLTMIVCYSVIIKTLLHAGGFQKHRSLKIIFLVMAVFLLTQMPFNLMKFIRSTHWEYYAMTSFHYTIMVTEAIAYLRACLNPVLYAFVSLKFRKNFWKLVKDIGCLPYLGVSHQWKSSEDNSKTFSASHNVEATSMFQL
Jurkat NFkB inh: lowers PMA/ionomycin-induced NF-kB signal in Jurkat cells | PMA/ionomycin-induced NF-kB luciferase reporter, luminescence | 0.53% of 330,000 active | AID 435003 | inhibition, % at 4 µM; in the data active = inhibition above about 50%
CCR6 antagonist: blocks CCL20-driven beta-arrestin recruitment at human CCR6. P51684. CHO-K1 CCR6 PathHunter beta-arrestin, luminescence, CCL20-stimulated. inhibition, % at 20 µM. 0.49% of 340,000 active. AID 493098;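 active = compounds whose inhibition of the agonist-driven luminescence signal at 20 µM reaches about 50%, limit read from the data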;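 note: cells stimulated with CCL20 at 14 nM final; plate controls were DMSO with CCL20 for no effect and DMSO without agonist for full effect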
Target sequence (P51684 whole entry, looked up): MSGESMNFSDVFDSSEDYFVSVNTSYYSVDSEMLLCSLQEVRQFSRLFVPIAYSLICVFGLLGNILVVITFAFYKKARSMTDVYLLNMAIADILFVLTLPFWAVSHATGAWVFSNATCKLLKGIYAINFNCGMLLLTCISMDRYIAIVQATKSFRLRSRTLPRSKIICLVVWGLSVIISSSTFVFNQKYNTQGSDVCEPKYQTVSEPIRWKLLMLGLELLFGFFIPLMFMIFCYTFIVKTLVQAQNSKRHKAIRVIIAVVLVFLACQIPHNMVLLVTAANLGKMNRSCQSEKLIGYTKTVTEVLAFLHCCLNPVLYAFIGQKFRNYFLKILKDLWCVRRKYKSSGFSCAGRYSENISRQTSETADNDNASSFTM
Gli-Sufu antag: antagonists of Gli-Sufu signaling. 0.74% of 340,000 active. Sufu-KO-LIGHT fibroblasts, Gli luciferase reporter luminescence. AID 588413. inhibition, % at 5 µM;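 active = inhibition above about 55%, limit read from the data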;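 note: 0% = DMSO-treated cells and 100% = wells with medium but no cells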
* hit, by the source's call; . = not tested or not shown.

Under each structure: 697 NFkB inh | Mdm2 MdmX PPI | EBI2 antag | UPR CHOP act | UPR XBP1 act | CXCR6 inh | Jurkat NFkB inh | CCR6 antagonist | Gli-Sufu antag
> CNC(=O)N(O)C1N(c2ccccc2)C(=S)SC1(C)C (stereo unspecified)
→ 14 | -1 | -11 | -1.1 | -2 | 6 | 8 | 6 | 2
> CCCCc1c(C)nc2ccc(OC)cc2c1SCCC(=O)O
→ -3 | 18 | -8 | -1.3 | -2 | 6 | -1 | 8 | 0
> COc1ccc(NC(=O)c2cc(S(=O)(=O)N3CCCCC3)c[nH]2)cc1Cl
→ 12 | 27 | 22 | 3.0 | -3 | 7 | 14 | 6 | -43
> O=C(Cn1nnc(-c2ccccc2Cl)n1)N/N=C/c1ccc(-c2cccc(Cl)c2)o1
→ -12 | 10 | 8 | -0.1 | -2 | 4 | -14 | -3 | -3
> COC(=O)COc1ccc2cc(-c3ccccc3)c(=O)oc2c1
→ -2 | -4 | -7 | 2.0 | -2 | 1 | 8 | -16 | -13
> COc1ccc(OC)c(C2=NS(=O)(=O)N(C)C(C(=O)NCc3cccs3)=C2)c1
→ -2 | 23 | 4 | 2.8 | -3 | 1 | 2 | 17 | 39
> CCC1CCCCN1C(=O)CSc1nnc(-c2ccc(Cl)cc2)o1 (stereo unspecified)
→ 13 | -8 | 1 | 0.7 | 0 | -2 | 6 | 3 | -11
> CCOC(=O)N1CCN(C(=O)CCc2c(C)nc3nc(C)nn3c2C)CC1
→ 10 | -6 | 5 | -1.0 | 0 | -8 | 5 | 13 | 1
> COC(=O)c1sccc1NC(=O)C1CC(C)=C(C)CC1C(=O)O (stereo unspecified)
→ 10 | 0 | 2 | -0.9 | -2 | -10 | -4 | 2 | 5
> Cc1c(Cl)cccc1NC(=O)Cc1cccs1
→ 15 | 2 | 8 | 0.0 | -2 | -4 | 2 | -4 | -2
> O=C(CN1C(=O)c2ccccc2S1(=O)=O)NCc1cccnc1
→ 7 | 31 | -20 | -0.8 | -2 | -5 | 10 | -7 | 2
> Cc1ccc(NC(=O)CN(C)S(=O)(=O)c2cccs2)c(Br)c1
→ -1 | -16 | -3 | 4.0 | -1 | -7 | -5 | 10 | 38
> Cc1ccc(S(=O)(=O)Nc2c(C)n(C)n(-c3ccccc3)c2=O)cc1C(=O)NCc1ccco1
→ . | . | -10 | . | . | -8 | . | 9 | 4
> CC(C)c1ccc(CNCc2ccccc2)cc1
→ 10 | 5 | -4 | -0.6 | 0 | 2 | 11 | 10 | 0
> COCCCNC(=S)N(Cc1ccccc1)Cc1nc2ccccc2c(=O)[nH]1
→ 20 | 6 | -1 | -0.8 | -4 | -6 | 6 | -10 | 0
> Cn1c(-c2ccccc2O)cc2ccccc21
→ 4 | 7 | 2 | 2.8 | -3 | -5 | -18 | -11 | -5
> COc1cccc(NC(=O)CCC(=O)Nc2cccc(OC)c2)c1
→ 18 | 7 | -9 | 0.1 | -2 | 10 | 10 | 1 | -2
> CCc1ccc[n+](-c2[nH]c(=O)sc2/C=N/N=C(\N)[O-])c1
→ 14 | 2 | 4 | 0.9 | 0 | -4 | -4 | -6 | -1
> O=C(COc1ccccc1Cl)NCCCNC(=O)c1ccncc1
→ 7 | 13 | -2 | -1.7 | 3 | 1 | 12 | -4 | 16
> COc1ccc2[nH]c(O)c(N=NC(=N)N)c2c1
→ -3 | 10 | 3 | -1.9 | -1 | -4 | -10 | 6 | 0
> CCc1c(C)sc(NC(=O)c2ccc(Br)o2)c1C(=O)OC
→ -33 | -9 | 27 | -0.3 | 2 | 1 | -2 | 0 | 12
> O=C(O)CC/C(=N/NC(=O)CNC(=O)C(c1ccccc1)c1ccccc1)c1ccccc1
→ 5 | -2 | -7 | 1.3 | -1 | -3 | 4 | -5 | 4
> S=c1[nH]nc2n1CCCN2
→ -1 | 23 | -5 | -0.1 | 0 | 4 | 0 | 3 | 5
> COCCn1c(SCC(=O)Nc2ncc(Cl)c(C)c2Cl)nc2ccccc21
→ 8 | 5 | 3 | -3.7 | 0 | 6 | -13 | 2 | 6
> CCOc1ccc(C(=O)NCC(=O)OCC(=O)Nc2ccc(C)c(S(=O)(=O)N(C)C)c2)cc1
→ 11 | 6 | 2 | 1.4 | 5 | -6 | -10 | -14 | -2
> O=C(C1=C[C@H](c2ccccc2)C[C@H](OCc2ccc(CO)cc2)O1)N1CCN(Cc2ccc3c(c2)OCO3)CC1
→ 8 | 9 | 31 | 2.2 | 3 | 6 | 21 | 23 | 6
> CC(C)c1ccccc1-n1cc[nH]c1=S
→ 2 | -4 | -7 | -0.7 | 1 | -5 | 2 | -1 | 17
> Cc1ccccc1S(=O)(=O)Nc1cccnc1
→ 15 | 2 | -2 | 1.1 | 1 | 0 | 0 | 3 | 18
> COCCn1c(SCC(=O)N2CCC(C)CC2)nc2c(c1=O)SCC2
→ 0 | 22 | 4 | 0.6 | -6 | 2 | 4 | -15 | 14
> CC(C)Oc1ccc(S(=O)(=O)N2CCOCC2)cc1NC(=O)C1=NN(c2ccccc2)C(=O)CC1
→ -10 | 22 | 10 | 1.9 | -1 | 13 | 2 | 20 | 5

Later entries:
Under each structure: 697 NFkB inh | Mdm2 MdmX PPI | EBI2 antag | UPR CHOP act | UPR XBP1 act | CXCR6 inh | Jurkat NFkB inh | CCR6 antagonist | Gli-Sufu antag
> COc1ccc(C2CC(=O)N(CC(=O)NCC3CCCO3)c3ccccc3S2)cc1 (stereo unspecified)
→ -12 | 12 | -3 | 3.2 | -3 | -1 | 4 | -3 | -13
> Cc1cc(OCC(=O)Nc2ccc(CN3CCCCC3)cc2)ccc1Cl
→ 7 | 12 | 5 | -0.1 | -2 | -1 | -1 | 5 | 3
> COc1ccc(NS(=O)(=O)c2cccc(N3CC(O)=C(c4ccccc4)C3=N)c2)cc1
→ 16 | -4 | -8 | 0.7 | -4 | 7 | 6 | 6 | -1
> COc1ccccc1NC(=S)N1C2CCC1CC(NC(=O)NC13CC4CC(CC(C4)C1)C3)C2 (stereo unspecified)
→ 6 | 10 | 1 | -0.2 | -1 | 4 | -4 | 5 | 4
> CCOC(=O)N1CCN(C(=O)CCn2nc(-c3ccc(Cl)cc3)ccc2=O)CC1
→ -37 | 13 | 2 | 0.5 | 1 | 8 | -8 | -3 | 7
> COc1ccccc1N(CC(=O)NCC1CCCO1)C(=O)CNS(=O)(=O)c1ccc(C)cc1 (stereo unspecified)
→ 2 | -12 | -4 | 0.2 | -2 | 4 | -15 | 2 | 6
> CCOc1ccccc1C(=O)Nc1cccc2ccccc12
→ 2 | 18 | -1 | 2.0 | -5 | 4 | 0 | 13 | 0
> CC1C(=O)N2CCCc3cc(NS(=O)(=O)c4ccc(F)cc4)cc1c32 (stereo unspecified)
→ -9 | 3 | 6 | -2.3 | 0 | -19 | -4 | 2 | 2
> O=C(O)C1Cc2c([nH]c3ccccc23)C(c2ccc3c(c2)OCO3)N1 (stereo unspecified)
→ -32 | -29 | -13 | -0.5 | -5 | 0 | -19 | 1 | 3
> Cn1c(=O)c2c(nc3sccn32)n(C)c1=O
→ 13 | 6 | -15 | -1.0 | 2 | -9 | -6 | 2 | 5
> Cc1nn(-c2ccccc2)c(Cl)c1C(=O)NCC(C)C
→ 9 | -1 | 5 | 0.5 | -4 | 6 | -11 | 1 | 14
> CCN(CC(=O)NCc1ccc(F)cc1)Cc1nc2cc(Cl)ccc2c(=O)[nH]1
→ -1 | 6 | 2 | -1.8 | -4 | 4 | -5 | -5 | 14
> COc1ccc(-c2cc(C(=O)Nc3ccc(C)c(N)c3)c3ccccc3n2)cc1
→ -50 | -6 | 11 | 5.1 | 1 | 3 | 13 | 0 | 5
> O=C(c1ccc(Cl)cc1)N1CCCC(C(=O)N2CCN(c3ccccc3)CC2)C1 (stereo unspecified)
→ -14 | 12 | 0 | 0.1 | -2 | -5 | -10 | 0 | 3
> COc1ccc(S(=O)(=O)Nc2nc3c(s2)CCCC3)cc1
→ -12 | 18 | -1 | 2.5 | -1 | -3 | -17 | 11 | 8
> COc1cc(OC)cc(C(=O)N[C@H](C(=O)OCC(=O)Nc2ccc(C)cc2C)C(C)C)c1
→ -18 | -1 | 4 | 2.9 | 1 | -4 | -17 | 3 | 4
> CC(c1ccccc1)n1c(N2CCNCC2)nc2c1c(=O)[nH]c(=O)n2C (stereo unspecified)
→ 3 | -5 | -10 | 0.7 | -2 | -3 | 2 | 24 | 1
> Cn1c(/C(C#N)=C(\O)CN2CCN(Cc3ccccc3)CC2)nc2ccccc21
→ 2 | -4 | -11 | -0.5 | 4 | -8 | 2 | 1 | -45
> Cc1ccccc1Nc1nc(N)nc(CSc2nc3ccccc3c(=O)n2CCCO)n1
→ -15 | 18 | -1 | 0.3 | 5 | -1 | -9 | 11 | 0
> CC1(C)NC(=O)N(c2ccccc2Cl)C1(C)NO (stereo unspecified)
→ -6 | 6 | -5 | 0.4 | 0 | -5 | -8 | -2 | -5
> Clc1ccc(C2=C3CCCCn4c(-c5ccccc5)c[n+](c43)C2)cc1
→ -1 | 38 | 0 | -0.7 | -1 | 11 | 6 | 24 | -19
> CC(=O)Nc1ccc(S(=O)(=O)N2CCN(CC(O)COc3ccc4ccccc4c3)CC2)cc1 (stereo unspecified)
→ 0 | -18 | 57* | 4.6 | 1 | -14 | 30 | 7 | 9
> COC(=O)c1ccc(N(C(=O)c2ccco2)C(C(=O)NC2CCCC2)c2ccco2)cc1 (stereo unspecified)
→ 19 | -14 | -4 | 0.6 | -1 | 7 | 9 | 13 | -16
> CC(C)Cn1c(SCC(=O)Nc2ncccn2)nc2ccccc21
→ -8 | -2 | -9 | -0.1 | -5 | -1 | -5 | 3 | -10
> COc1ccc(C(=O)N[C@H](C(=O)NCC2CCCCC2)C(C)C)cc1
→ -2 | 7 | -13 | 1.1 | 0 | -2 | -23 | 10 | 2
> O=C(Nc1ccccc1C(=O)NC1CCCCC1)c1ccco1
→ 19 | 26 | -22 | -1.8 | -4 | 3 | 4 | 0 | 1
> CCC1CCC(C(=O)NC(CCSC)C(=O)NCCN(CC(C)C)CC(C)C)CC1 (stereo unspecified)
→ -5 | 22 | 5 | 0.5 | -3 | 3 | 7 | 1 | 5
> CC(=O)C1=C(O)C(=O)N(CCCCCC(=O)O)C1c1ccc(N(C)C)cc1 (stereo unspecified)
→ 6 | 0 | -6 | -1.1 | -2 | -5 | -9 | 2 | -10
> COCc1[nH][nH]c(=O)c1C=Nc1ccc(F)cc1F
→ 12 | 32 | -10 | 2.4 | 1 | 1 | 5 | 6 | -6

Random excerpt: five records from the list.
Under each structure: 697 NFkB inh | Mdm2 MdmX PPI | EBI2 antag | UPR CHOP act | UPR XBP1 act | CXCR6 inh | Jurkat NFkB inh | CCR6 antagonist | Gli-Sufu antag
> CCOC(=O)N1CCN(C(=O)CCc2c(C)nc3nc(C)nn3c2C)CC1
→ 10 | -6 | 5 | -1.0 | 0 | -8 | 5 | 13 | 1
> COc1ccc(OC)c(C2=NS(=O)(=O)N(C)C(C(=O)NCc3cccs3)=C2)c1
→ -2 | 23 | 4 | 2.8 | -3 | 1 | 2 | 17 | 39
> COCCCNC(=S)N(Cc1ccccc1)Cc1nc2ccccc2c(=O)[nH]1
→ 20 | 6 | -1 | -0.8 | -4 | -6 | 6 | -10 | 0
> CC1C(=O)N2CCCc3cc(NS(=O)(=O)c4ccc(F)cc4)cc1c32 (stereo unspecified)
→ -9 | 3 | 6 | -2.3 | 0 | -19 | -4 | 2 | 2
> COC(=O)c1sccc1NC(=O)C1CC(C)=C(C)CC1C(=O)O (stereo unspecified)
→ 10 | 0 | 2 | -0.9 | -2 | -10 | -4 | 2 | 5

Screening data: PubChem, Sanford-Burnham Center for Chemical Genomics
